aSyn yeast inh – alpha-synuclein toxicity inhibition in yeast; Yeast expressing alpha-synuclein, growth rescue, BacTiter-Glo, 24 h; Potency, µM (highest dose often 46.1 µM), for the others: top-dose growth rescue (activation), most hits filed as activators; 370,000 tested, 0.14% active; AID 652106; also: potency is read from the fitted curve at half-maximal effect; % of control where 0% means no effect; nearly all actives have a fitted effect of over 65% in size
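Readout is rescue of growth in alpha-synuclein-expressing yeast, so inhibitors of toxicity appear as activators. Growth after 24 hr at 30 deg C in galactose medium is quantified by luminescence.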
PTHR1 ag – activates the human parathyroid hormone receptor PTHR1; Q03431; HEK293 GP2 PTHR1 cells, GloSensor cAMP luminescence, 1 h; Potency, µM (titrated, usually from 115 µM), for the others: at the top dose activation, most hits filed as activators; 410,000 tested, 0.075% active; AID 743266; also: potency is read from the fitted curve at half-maximal effect; nearly all actives have a fitted effect of over 55% in size; some results filed as inactive show a strong effect at the top dose; inactives centre near -15; many of its hits are not listed in these tables
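HEK-293-derived GP2 cells expressing PTHR1 and a GloSensor cAMP reporter, 3,000/well, plated overnight, given luciferin plus IBMX (each 0.5 mM as added) for 1 h at 37 °C, then compound for 1 h at 37 °C. Luminescence was read after 15 min at room temperature.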
pAkt inh – blocks phosphorylation of Akt. 360,000 tested, 0.32% active. activity change, % for hits at 50 µM. AID 651550. Neuro2A IGF-stimulated pAkt S473 HTRF, 20 min; stronger effect = lower value; in the data active = activity change below about -80%; inconclusive = mostly about -51% to -80%; also: % is scaled to controls: 0 for no effect and ±100 for the full control effect
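Neuro2A cells in DMEM with 0.5% FBS, overnight at 37 deg C, given compound at single 50 µM final, then IGF (6 nM final) for 20 min at 37 deg C. Lysed; phospho-Akt Ser473 by HTRF after 24 h, 665/615 ratio.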
Abeta rescue – restores growth of yeast expressing A-beta42 peptide; yeast expressing A-beta42, growth rescue, OD600, 48 h; response scale: 0% DMSO, 100% iron-clioquinol control; Potency, µM (series often up to 46.1 µM), inactives show top-dose growth rescue, most hits filed as activators; 410,000 tested, 0.063% active; also: potency is read from the fitted curve at half-maximal effect; nearly all actives have a fitted effect of over 55% in size
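Yeast A-beta toxicity model in growth medium with pinned compounds, 48 h at 30 C; growth read as absorbance at 600 nm. Normalized to FeCl3/clioquinol equimolar mix (positive) and DMSO (negative).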
GLP-1R inv ag – acts as inverse agonist at human GLP-1 receptor; P43220; HEK293 GLP-1R CRE-luciferase, luminescence, 24 h; GLP-1R form is constitutively active; Potency, µM (highest dose often 38.3 µM), inactives show top-dose activity change, negative = inhibition, most hits filed as inhibitors; 410,000 tested, 1.6% active; AID 624417; also: potency is read from the fitted curve at half-maximal effect; % is scaled to controls: 0 for no effect and ±100 for the full control effect; nearly all actives have a fitted effect of over 55% in size
Target sequence (P43220 whole entry, looked up): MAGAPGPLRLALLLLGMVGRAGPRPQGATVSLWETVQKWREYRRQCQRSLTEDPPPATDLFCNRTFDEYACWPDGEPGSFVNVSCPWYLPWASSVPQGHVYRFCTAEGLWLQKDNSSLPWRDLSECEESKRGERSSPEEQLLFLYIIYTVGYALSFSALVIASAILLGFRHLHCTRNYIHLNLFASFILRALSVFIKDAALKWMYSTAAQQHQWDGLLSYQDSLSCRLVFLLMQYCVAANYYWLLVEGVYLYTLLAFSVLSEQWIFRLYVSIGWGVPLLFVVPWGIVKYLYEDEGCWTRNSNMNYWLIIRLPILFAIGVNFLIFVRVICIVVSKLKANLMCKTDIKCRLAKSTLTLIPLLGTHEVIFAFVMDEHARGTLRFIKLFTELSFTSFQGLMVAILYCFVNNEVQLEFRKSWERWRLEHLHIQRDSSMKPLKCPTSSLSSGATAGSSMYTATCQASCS
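HEK293 cells stably co-expressing constitutively active GLP-1R and a cAMP-responsive luciferase reporter were seeded in DMEM with 10% Nu serum, given compounds after 12 h, and incubated 24 h at 37 deg C. Luminescence was then read.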
GLP1R ag – activates the human GLP-1 receptor. P43220. HEK293 GLP-1R CRE-luciferase, luminescence, 4-6 h; cells express a hypersensitive GLP-1R form. Potency, µM (top dose mostly 45.6 µM), for inactives: top-dose activation, actives largely listed as activators. 380,000 tested, 0.007% active; also: potency is read from the fitted curve at half-maximal effect; % of control where 0% means no effect
FUS suppressor – FUS proteinopathy suppression in yeast; 390,000 tested, 0.24% active; Potency, µM (doses to about 76.6 µM), for the others: top-dose growth rescue (activation), actives largely listed as activators; S. cerevisiae FUS-expressing, growth rescue, OD600, 24 h;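 also: potency is read from the fitted curve at half-maximal effect; plate controls were DMSO vehicle for no effect and reference control for full effect; nearly all actives have a fitted effect of over 55% in size; some results filed as inactive show a strong effect at the top dose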
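Steps: raffinose overnight preculture; dilution to OD 0.005 in 2% galactose minimal medium; compound addition (concentration series); 24hr at 30C, 99% humidity; absorbance read at 600 nm.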
TDP-43 yeast inh – inhibitors of TDP-43 toxicity in yeast; TDP-43 expressing yeast growth rescue, BacTiter-Glo, 24 h; Potency, µM (doses to about 46.1 µM), for the others: at the highest dose growth rescue (activation), hits mostly activators; 410,000 tested, 1.8% active; AID 652104; also: potency is read from the fitted curve at half-maximal effect; % of control where 0% means no effect; nearly all actives have a fitted effect of over 50% in size
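Yeast expressing TDP-43 (pregrown in raffinose, seeded at OD600=0.02 in galactose medium) exposed to compounds 24 hr at 30 deg C. Growth read by BacTiter-Glo luminescence; rescue of toxicity appears as increased signal.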
DRD3 antagonist – blocks the human D3 dopamine receptor; P35462; D3R cells, DiscoveRx beta-arrestin luminescence, antagonist mode; stronger effect = lower value; max response, negative = inhibition, %; 360,000 tested, 2.5% active; AID 652054; in the data active = max response below about -50%; inconclusive = no clear call, values can overlap the other calls; also: % is scaled to controls: 0 for no effect and ±100 for the full control effect; mostly tested at two doses, the higher about 12 µM
Target sequence (P35462 whole entry, looked up): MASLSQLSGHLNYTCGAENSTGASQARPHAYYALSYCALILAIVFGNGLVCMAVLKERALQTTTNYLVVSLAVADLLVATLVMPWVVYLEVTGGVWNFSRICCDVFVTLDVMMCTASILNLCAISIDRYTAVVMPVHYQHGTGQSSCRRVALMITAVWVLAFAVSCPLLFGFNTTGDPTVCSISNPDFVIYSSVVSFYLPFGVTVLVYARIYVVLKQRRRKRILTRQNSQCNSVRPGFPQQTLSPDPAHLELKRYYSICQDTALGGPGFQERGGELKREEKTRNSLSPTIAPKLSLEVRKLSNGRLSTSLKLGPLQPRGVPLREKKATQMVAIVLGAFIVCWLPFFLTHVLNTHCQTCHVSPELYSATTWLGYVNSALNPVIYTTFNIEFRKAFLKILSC
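Cells expressing the human receptor were seeded at 1500 cells/well, incubated overnight at 37 degrees C in 5% CO2, then exposed to library compounds with dopamine controls for 90 minutes at 37 degrees C before luminescent detection.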
The depositor's hits bear a star; i = inactive; ? = inconclusive; / = no result given; [ ] = another dose, or the depositor's remark. Unless noted, calls follow the shape of the dose curve; as a rule, active = well fitted curve in the direction sought with a large enough effect; inconclusive = small, poorly fitted or top-dose-only effect, or another doubt; inactive = no such curve, though single readings can be large; an effect the other way counts as inactive or inconclusive. The list is partial (hit frequency here may not be typical).

entry	Molecule	Abeta rescue	GLP-1R inv ag	TDP-43 yeast inh	PTHR1 ag	aSyn yeast inh	DRD3 antagonist	GLP1R ag	pAkt inh	FUS suppressor
1	Cc1c(Cl)cccc1-c1ccc(/C=N/n2cnnc2)o1	-7%	4%	3%	i	3%	5	8%	i	19%
2	Cc1ccc(NC(=O)CSCC(=O)N2CCN(C(=O)c3ccco3)CC2)cc1	2%	-6%	22%	-4%	-1%	6	4%	i	-6%
3	CC(O)[C@H]1CN=C(N)N1CCCCC1CCCCC1 (some centres not stated)	-15%	-7%	3%	-17%	-2%	10	-5%	i	-10%
4	NC(=O)SCC(=O)Nc1ccccc1C(=O)O	-8%	11%	19%	-1%	1%	-10	-1%	i	2%
5	COc1cc(/C=C/C(=O)OCC(=O)N2CCCC2)ccc1OCC#N	-1%	4%	-5%	-14%	-3%	-11	2%	i	-18%
6	COc1ccc2c(CC(=O)OCC(=O)NC(=O)c3cccn3C)coc2c1	7%	10%	-2%	-6%	-1%	-20	1%	i	15%
7	Cc1cc(C(=O)OCC(=O)NC2CCC(C)CC2)c(C)o1 (configuration not stated)	-19%	-20%	-4%	i	1%	-2	0%	i	/
8	CCOC(=O)C1CCN(C(=O)CSc2cc(=O)n(CC)c3ccccc23)CC1	-11%	-3%	-4%	18%	1%	-79*	11%	i	39%
9	COc1cccc(-c2nc(Oc3cccc(C)c3C)c3ccccc3n2)c1O	-2%	14%	5%	-3%	11%	10	3%	i	-3%
10	COc1cc(OC)c(NC(=O)CSC2=Nc3ccccc3N=C(c3ccc(F)cc3)C2)cc1Cl	-2%	6%	20%	-2%	/	/	1%	/	9%
11	Cc1c(NC(=O)C2CC(c3ccc(F)cc3)=NO2)c(=O)n(-c2ccccc2)n1C (configuration not stated)	9%	-10%	15%	-19%	12%	10	1%	i	-22%
12	OCC(Cc1ccccc1)NCc1ccccc1C(F)(F)F (configuration not stated)	9%	?	-15%	-7%	6%	-26	4%	i	20%
13	COc1ccc(C2C(C(=O)NC(C)C)c3ccccc3C(=O)N2C)cc1OC (configuration not stated)	-1%	0%	16%	i	1%	-2	0%	i	-24%
14	COc1ccc(-c2csc(NC(=S)NC(=O)c3cccs3)n2)cc1Br	11%	1%	14%	i	1%	-26	4%	i	-9%
15	Cn1c(N)c(C(=O)Nc2ccc(-c3ccccc3)cc2)sc1=S	-1%	?	-6%	-7%	-9%	-20	9%	i	-16%
16	Cc1cccc(Nc2nc3c(S(=O)(=O)c4ccc(Br)cc4)nnn3c3ccsc23)c1C	-12%	12%	-13%	i	/	/	/	/	8%
17	N#C/C(=C(/O)c1ccc(Br)s1)c1nc2ccccc2[nH]1	-9%	?	12%	i	1%	-27	-2%	i	5%
18	COC(=O)[C@H]1C[C@H]2[C@@H]3CC[C@H]4C[C@@H](OC)CC[C@]4(C)[C@H]3CC[C@]2(C)[C@@]2(CCCO2)O1	-2%	12%	-6%	-5%	-2%	5	0%	i	-5%
19	O=C(CSc1nc(-c2ccco2)cc(C(F)(F)F)n1)Nc1cccnc1	17%	0%	-13%	-5%[57.5 µM]	-2%	11	-2%	/	20%
20	CC(C)CN(C(=O)COc1ccccc1C(=O)NCc1ccccc1)C1CCS(=O)(=O)C1 (configuration not stated)	1%	5%	18%	i	-3%	-18	14%	i	-4%
21	CC(Sc1ccccn1)C(=O)Nc1ccc(S(N)(=O)=O)cc1 (configuration not stated)	4%	-5%	-6%	i	0%	7	13%	i	-3%
22	CCCC(C)NC(=O)C1c2ccccc2Oc2ccccc21 (configuration not stated)	24%	-9%	4%	?	0%	1	0%	i	-22%
23	COc1cc(-c2n[nH]c(=S)n2Cc2ccccc2)cc(OC)c1OC	2%	1%	5%	i	2%	-14	16%	i	17%
24	O=C(COC(=O)c1cc(=O)[nH]c2ccccc12)c1ccccc1	4%	8%	3%[9.22 µM]	-13%	0%	3	-1%	i	-1%
25	O=C(Nc1ccccc1F)N1CCCC1c1cccnc1 (configuration not stated)	4%	6%	-10%	-7%	0%	2	5%	i	-8%

Reprinted: nos. 23–25
entry	Molecule	Abeta rescue	GLP-1R inv ag	TDP-43 yeast inh	PTHR1 ag	aSyn yeast inh	DRD3 antagonist	GLP1R ag	pAkt inh	FUS suppressor
23	COc1cc(-c2n[nH]c(=S)n2Cc2ccccc2)cc(OC)c1OC	2%	1%	5%	i	2%	-14	16%	i	17%
24	O=C(COC(=O)c1cc(=O)[nH]c2ccccc12)c1ccccc1	4%	8%	3%[9.22 µM]	-13%	0%	3	-1%	i	-1%
25	O=C(Nc1ccccc1F)N1CCCC1c1cccnc1 (configuration not stated)	4%	6%	-10%	-7%	0%	2	5%	i	-8%

Carrying on:
entry	Molecule	Abeta rescue	GLP-1R inv ag	TDP-43 yeast inh	PTHR1 ag	aSyn yeast inh	DRD3 antagonist	GLP1R ag	pAkt inh	FUS suppressor
26	COc1ccccc1N1CCN(S(=O)(=O)c2cccc(F)c2)CC1	-6%	-1%	3%	-3%	/	-23	-10%	/	2%
27	COc1cc(C)ccc1OCCOCCOc1ccc([N+](=O)[O-])cc1	8%	?	27%	-4%	14%	-2	2%	i	2%
28	O=C(C[n+]1cccc2ccccc21)c1ccc([N+](=O)[O-])cc1	-11%	-25%	1%	-1%	0%	-11	-1%	i	12%
29	Cc1oc(-c2cccc(Cl)c2)nc1CN1CCCC(C(=O)NCc2ccc(F)cc2)C1 (configuration not stated)	?	-8%	-7%	0%	/	/	/	/	7%
30	Cn1ccc(C(=O)OCC(=O)Nc2ccccc2Cl)n1	-23%	19%	-19%	15%	5%	-17	2%	i	5%
31	CCOc1ccc(-c2nnn(CC(=O)Nc3cccc(OC)c3)n2)cc1OCC	14%	5%	-11%	i	0%	-12	4%	i	-6%
32	CCNC(=O)c1cccc(NC(=O)CN2C(=O)NC3(CCCCC3)C2=O)c1	-5%	10%	-28%	i	-8%	10	-4%	i	2%
33	COc1ccc(C(=O)Nc2cc3c(oc2=O)CCCC3=O)cc1	0%	31%[activator]	-20%[9.22 µM]	-36%[inhibitor]	-1%	-10	0%	i	45%
34	CNc1cncc(-c2ccc(O)cc2C)n1	-1%	15%	0%	-24%	1%	-9	0%	i	-19%
35	CCC1=C(OC(=O)N(CC)CC)N2C(=O)OC(=NCCc3c[nH]c4ccccc34)[C@]2(Cc2ccccc2)[C@H]2C1=CC[C@H]1C(=O)N(CC(=O)OC)C(=O)[C@H]12	3%	?	-2%	-23%	5%	-21	11%	i	?
36	O=C1CC(N2CCN(c3nc4ccccc4s3)CC2)C(=O)N1Cc1cccs1 (configuration not stated)	-83%[inhibitor]	?	?	i	-8%	15	7%	-143%*	19%
37	COc1ccc(/C=C/C(=O)OCC(=O)Nc2ccc(Cl)c(S(=O)(=O)N(C)C)c2)cc1OC	16%	-5%	13%	-22%	1%	21	-1%	i	35%
38	CCN1CCN(c2cc(C)c3cc(NC(=O)CCC(=O)N4CCN(c5ccccc5)CC4)ccc3n2)CC1	-8%	?	-11%	i	-9%	-17	8%	i	18%
39	COc1ccc([C@@H](OC)[C@@]2(Cc3ccc(O)cc3)N=C(N)N(C)C2=O)cc1	5%	?	9%	i	4%	0	0%	i	15%
40	CC1NC(=O)c2cc3ccccc3cc2-n2c1nc1ccccc1c2=O (configuration not stated)	0%	15%	16%	-39%	-7%	-9	2%	i	-11%
41	O=C1N[C@H](Cc2ccccc2)COC(=O)[C@H](Cc2ccc(F)cc2)C/C=C\C[C@@H]1CC(=O)N(CCO)Cc1ccccc1	9%	?	?	i	2%	-57*	1%	i	?
42	O=C(NNC(=O)C1C2CCCCC21)c1coc(=O)c(Br)c1 (configuration not stated)	-4%	1%	21%	i	1%	10	-6%	i	2%
43	CCCC12CN3CC(C)(CN(C1)C3c1ccc(OCc3ccccc3)cc1)C2=O (configuration not stated)	4%	3%	9%	?	/	/	/	/	-23%
44	COc1ccc(CNC(=O)CN(Cc2ccccc2Cl)C(=O)c2csnn2)cc1	2%	?	8%	-11%	1%	7	1%	i	15%
45	N#CCCn1nnc2ccccc21	18%	17%	17%	-2%[57.5 µM]	-9%	16	-8%	i	-7%
46	O=C(NCc1nc(-c2ccccc2)no1)c1ccc2c(c1)OCO2	9%	0%	-33%[inhibitor]	-2%[57.5 µM]	-4%	-5	6%	i	-5%
47	CCCc1cc(C(=O)N2CCCC(N3CCN(c4ccc(F)cc4)CC3)C2)no1 (configuration not stated)	-3%	?	5%	-17%	0%	18	13%	i	7%
48	COc1cc(C2C=C(C34CC5CC(CC(C5)C3)C4)NC(=S)N2)cc(OC)c1OC (configuration not stated)	13%	?	-8%	i	-1%	-82*	3%	-113%*	47%
49	CCOC(=O)C1(CCCc2ccccc2)CCN(C(=O)c2cnc(C)cn2)CC1	2%	-22%	-20%[0.397 µM]	-8%	2%	-9	18%	i	32%
50	COc1cc(C(=O)NC2(C(F)(F)F)NC(=O)N(CCCc3ccccc3)C2=O)cc(OC)c1OC (configuration not stated)	-10%	?	10%	-37%	2%	13	5%	i	?
51	CCc1cc(C(=O)NNC(=S)Nc2ccccc2C)cs1	26%	-18%	19%	-16%[57.5 µM]	1%	-97*	11%	i	8%
52	Cc1ccccc1N/C(SCc1cccc(Br)c1)=C(/C#N)C(N)=O	-2%	-7%	19%	i	4%	-10	1%	i	6%
53	COCCn1c(CCC(=O)Nc2cc(C)ccc2C)nc2cccnc21	-15%	0%	9%	i	/	/	/	/	-19%
54	Cc1cc(C)cc(SCc2noc(C(=O)NCCN(C)C)c2C(=O)NCCN(C)C)c1	2%	?	11%	i	0%	-13	4%	i	-34%
55	Cc1cc(S(=O)(=O)Nc2ccc3c(c2)COC3=O)ccc1F	-7%	37%[activator]	0%	-1%	-2%	15	0%	i	18%

Assay outcomes as filed in PubChem.
